# K1F lysis inhibition = inhibition of K1F phage lysis, E. coli UTI89, bacterial capsule biogenesis inhibitors, alamar blue (AID 488966) | E. coli UTI89 K1F phage lysis, alamar blue, 2 h; higher % means a stronger effect | inhibition, % at 100 µM; hits with a dose series show IC50 in µM | 340,000 tested, 0.02% active;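 active = phage lysis inhibition, versus mean bacterial control, above a set limit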;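 note: capsule biogenesis inhibitors block K1F phage lysis so surviving cells raise fluorescence; higher fluorescence means more inhibition of phage lysis; actives were called in the ten point dose series up to 300 µM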
# West Nile virus CPE = inhibition of WNV-induced cytopathic effect – cell-based, CPE readout (AID 1621); 290,000 tested, 0.02% active; West Nile virus-infected cells, CPE inhibition; higher % means a stronger effect; CPE inhibition, % at 10 µM, or IC50 in µM where a hit was titrated; in the data active = a potency from the dose series; note: strong numbers were not always called active
# RSV CPE inhibition = inhibition of RSV-induced cytopathic effect – HEp-2 cells, primary 10 µM value included (AID 2391); HEp-2 cells, RSV-induced CPE inhibition; higher % means a stronger effect; CPE inhibition, % at 10 µM; hits with a dose series show IC50 in µM; 310,000 tested, 0.13% active; in the data active = a potency from the dose series; note: strong numbers were not always called active
# T cell HTS = T cell immune modulation candidate; calls only at 7 µM; 2C CD8+ T cell-vesicle binding, flow cytometry; hits give low values; AID 2052; 330,000 tested, 0.068% active;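 active = response, share of CD8 T cells binding vesicles, and their 90th percentile fluorescence all below set limits, cut at about 80% in these data, passing the limit was not always enough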
#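 Incubation: binding step 1.5 h, 37 °C, antibody labelling 20 min, ice; system: murine 2C transgenic CD8+ T lymphocytes; technique: cytometric PE anti-B7-1 and Alexa647 anti-CD8 signals after 1% paraformaldehyde fixation; also added: QL9-charged Drosophila Ld/ICAM-1/B7-1 vesicles; control set: naked versus QL9-loaded vesicles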
# T cell HTS vesicle-bound % = second read-out of T cell HTS, no call of its own (marks repeat the call); double positive events, %; measured here: CD8+ vesicle-bound cell fraction;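 binding gate set so that unloaded-vesicle control wells show 10% double positive cells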
# Starred values were filed as active, the others as inactive; i = inactive; / = not tested or not shown; [ ] = another dose, or the depositor's remark. These rows are one share of the data; the hit share may differ from the screen's.
SMILES,K1F lysis inhibition,West Nile virus CPE,RSV CPE inhibition,T cell HTS,T cell HTS vesicle-bound %
CN1CCC2(CC1)NC(=O)c1ccccc1N2,/,-0.1%,/,/,/
CC(C)[C@H]1CC2C3CC=C4C[C@@H](O)CC[C@]4(C)C3CC[C@]2(C)[C@H]1O (stereo not given in full),/,/,/,i,21
CC[C@]12CC[C@H](O)CC1=CCC1C2CC[C@]2(C)C(=O)CCC12 (stereo not given in full),/,/,/,i,54
C[C@]12CCC3C(CC[C@H]4C[C@@H](O)CC[C@]34C)C1CC[C@@]2(O)C(F)(F)F (stereo not given in full),/,/,/,i,36
COc1ccc(-[n+]2c(-c3ccccc3)cc(-c3ccccc3)cc2-c2ccccc2)cc1,/,/,6.1%,/,/
Cc1cc(C)c2c(ccc3cccc[n+]32)c1,/,/,4.0%,i,52
CCC(C(=O)Nc1ccc(Cl)cc1)N1CCCC1=O (stereo not given),/,/,2.7%,i,40
O=C1NC(=O)N(c2ccccc2F)C(=O)/C1=C/c1cn(CC(=O)N2CCOCC2)c2ccccc12,/,0.3%,0.1%,i,43
CCCCC(=O)N/N=C/c1c(O)n(CCc2ccccc2)c(=O)[nH]c1=O,/,0.0%,2.1%,i,25
CCN1C[C@]2(COC)CC[C@H](O)[C@@]34C5C[C@H]6[C@H](O)C5[C@](O)(C[C@H]6OC)[C@@H]([C@H](OC)C23)[C@@H]14 (stereo not given in full),/,-0.6%,0.7%,i,28
CCOC(=O)[C@]12Cc3cc(OC)ccc3[C@H]1N(Cc1ccccc1)C(=O)c1cc(F)c(F)cc12,3.0%,/,/,/,/
CC1CC2C(C(O)CC3(C)C(O)CCC23)C2(C)CCC(=O)C=C12 (stereo not given),2.9%,/,/,/,/
CCOC(=O)CC(SP1(=S)OCC2(CCCCC2)CO1)C(=O)OCC (stereo not given),4.1%,/,/,/,/
CCC1CN1P1(=O)OCC(C)([N+](=O)[O-])CO1 (stereo not given),-1.5%,/,/,/,/
CC12CCC3C(CCC4CC(=O)CCC43C)C1CC(=NO)C2=O (stereo not given),3.2%,/,/,/,/
O=c1ccc2cc(O[C@@H]3O[C@H](CO)[C@@H](O)[C@H](O)[C@H]3O)c(O)cc2o1,0.2%,/,/,/,/
CC(C)(C)C(=O)N1Cc2ccccc2-n2nncc2C1,-0.1%,/,/,/,/
COP(=S)(OC)SCn1nnc2ccccc2c1=O,-0.4%,/,/,/,/
CCOC(=O)C1(c2ccccc2)Oc2ccccc2C(c2ccc(OC)cc2)=C1C(=O)OC (stereo not given),0.6%,/,/,/,/
CC=C(C)C1(CCC)C(=O)NC(=S)NC1=O,2.8%,/,/,/,/
Cc1ccc(NC(=O)c2ncn(CCCNCCN3CCOCC3)n2)cc1C,0.0%,/,/,/,/
CC12CCC(=O)C=C1CC(N1CC1)C1C2CCC2(C)C(O)CCC12 (stereo not given),3.2%,/,/,/,/
O=P1(c2ccccc2)Nc2ccccc2N1c1ccccc1 (stereo not given),1.6%,/,/,/,/
CCC1(NS(=O)(=O)c2ccc(N)cc2)C(=O)N(C)C(=O)N(C)C1=O,1.4%,/,/,/,/
CN1C[C@H]2CON(C)[C@H]2C[C@H]1c1cccc(Br)c1,0.3%,/,/,/,/
C[C@H]1CCC/C=C/[C@@H]2C[C@H](O)C[C@H]2[C@@H](O)/C=C/C(=O)O1,5.4%,/,/,/,/
NNCc1ccccc1,3.5%,/,/,/,/
CSc1cccc(NP2(=O)OCC(C)([N+](=O)[O-])CO2)c1 (stereo not given),1.1%,/,/,/,/
CC12C=CC(=O)CC1CCC1C2CCC2(C)C(O)C(O)CC12 (stereo not given),-2.2%,/,/,/,/
N[C@H](CO)Cc1ccccc1,-7.9%,/,/,/,/
CS(=O)(=O)N1Cc2cnnn2-c2ccccc2C1C#N (stereo not given),0.1%,/,/,/,/
C=CCCC1(CC(C)C)C(=O)NC(=S)NC1=O,5.1%,/,/,/,/
Nc1ccc(Cc2ccc(N)cc2)cc1,-3.7%,/,/,/,/
CC(=O)O[C@H]1C[C@@H]2OC3C=C(C)CCC3(C)[C@@]1(C)[C@@]21CO1 (stereo not given in full),-0.4%,/,/,/,/
O=C(Nc1cccc(Cl)c1)OCC#CCN1CCCC1,-1.8%,/,/,/,/
C[C@@H]1C(=O)O[C@H]2[C@H](O)[C@]34[C@@H]5OC(=O)[C@]3(OC3OC(=O)[C@H](O)C34[C@H](C(C)(C)C)[C@@H]5O)[C@@]12O (stereo not given in full),3.0%,/,/,/,/
CCOC(=O)c1cnc(N2CC2)nc1N,-1.0%,/,/,/,/
COc1ccc(CC(=O)C2C(=O)N(C)c3ccccc32)cc1OC (stereo not given),-1.4%,/,/,/,/
O=C(NN=Cc1ccc(N(CCCl)CCCl)cc1)c1cc(=O)[nH]c(=O)[nH]1,4.3%,/,/,/,/
CC12CC(O)C3C(CCC4=CC(=O)CCC43C)C1CCC2=O (stereo not given),3.4%,/,/,/,/
COC1/C=C/C=C(\C)Cc2cc(O)c(Cl)c(c2)N(C)C(=O)CC(OC(=O)C(C)C)C2(C)OC2C(C)C2CC1(O)NC(=O)O2 (stereo not given),9.9%,/,/,/,/
CCCCC1C(=O)NC(=S)N(C)C1=O (stereo not given),-0.3%,/,/,/,/
CC(OC(=O)c1cn(C)c2ccccc12)C(=O)N(C)c1ccccc1 (stereo not given),1.1%[50 µM],/,/,/,/
C=CCOC(=O)C1C(C(=O)O)C2(Cl)C(Cl)=C(Cl)C1(Cl)C2(Cl)Cl (stereo not given),3.1%,/,/,/,/
CC(=O)OC1CC(OC2C(O)CC(OC3C(O)CC(OC4CCC5(C)C(CCC6C5CC(O)C5(C)C(C7=CC(=O)OC7)CCC65O)C4)OC3C)OC2C)OC(C)C1OC1OC(CO)C(O)C(O)C1O (stereo not given),-1.6%,/,/,/,/
CC12CCC(=O)C=C1CCC1C2CCC2(C)C1CCC2(O)CC#N (stereo not given),1.0%,/,/,/,/
CCCCCC1(C(C)C)C(=O)NC(=S)NC1=O,0.8%,/,/,/,/
O=P(NC1CCCCC1)(Oc1ccccc1)Oc1ccccc1,-3.6%,/,/,/,/
NS(=O)(=O)c1nc[nH]c1[N+](=O)[O-],1.9%,/,/,/,/
CC12CCC(=O)C=C1C=CC1C2CCC2(C)C(O)CCC12 (stereo not given),7.6%,/,/,/,/
c1ccc(C2c3ccccc3-n3nncc3CN2CC2CCCCC2)cc1 (stereo not given),0.1%,/,/,/,/
C[C@]12CC[C@@H](O)CC1=CCC1C2CC[C@@]2(C)C1C[C@@H](F)[C@H]2O (stereo not given in full),-0.9%,/,/,/,/
ClCCN1CCSCC1,1.8%,/,/,/,/
O=C(c1ccccc1)C(Cc1ccccc1)N1CCOCC1 (stereo not given),-0.2%,/,/,/,/
COC(=O)C1=C(C(=O)OC)C2OC1c1cc3ccccc3cc12,-8.3%,/,/,/,/
COC(=O)C(NC(=S)N1CC2C[C@@H](C1)Cn1c2cccc1=O)C(C)C (stereo not given in full),0.1%,0.2%,/,/,/
COc1ccccc1-n1c(-c2ccccc2)nc2ccccc2c1=O,0.2%,-0.2%,/,/,/
Cc1ccc(-n2c(/C=C/c3ccccn3)nc3ccccc3c2=O)cc1,0.0%,1.7%,/,/,/
CC(C)(O)/C=C/C(=O)[C@](C)(O)C1[C@H](O)C[C@@]2(C)C3CC=C4C(C[C@H](O)[C@@H](O)C4(C)C)[C@]3(C)C(=O)C[C@]12C (stereo not given in full),1.2%,/,/,i,28
COC(=O)C1=C(c2ccc(Cl)c(C(F)(F)F)c2)C[C@@H]2CC[C@H]1N2C(=O)N1CCC(O)(c2ccc(Cl)cc2)CC1,1.4%,/,/,i,13

# By substructure, those above with a nitro group on carbon.
SMILES,K1F lysis inhibition,West Nile virus CPE,RSV CPE inhibition,T cell HTS,T cell HTS vesicle-bound %
CCC1CN1P1(=O)OCC(C)([N+](=O)[O-])CO1 (stereo not given),-1.5%,/,/,/,/
CSc1cccc(NP2(=O)OCC(C)([N+](=O)[O-])CO2)c1 (stereo not given),1.1%,/,/,/,/
NS(=O)(=O)c1nc[nH]c1[N+](=O)[O-],1.9%,/,/,/,/

# Next part.
SMILES,K1F lysis inhibition,West Nile virus CPE,RSV CPE inhibition,T cell HTS,T cell HTS vesicle-bound %
CC(OC(=O)c1cn(C)c2ccccc12)C(=O)N1CCCC1 (stereo not given),0.2%[50 µM],/,/,i,40
C[C@]12CCC3C(CC[C@H]4C[C@@H](O)CC[C@]34C)[C@H]1C=CC2=O (stereo not given in full),-2.7%,/,/,i,43
COc1cc(O)cc2c1cc([N+](=O)[O-])c1c(C(=O)O)cc3c(c12)OCO3,-1.0%,/,/,i,9
O=C1CN=C(c2ccccc2)c2cc([N+](=O)[O-])ccc2N1,1.3%,/,/,i,4
C[C@]12CC[C@H](O)CC1=CCC1C2CC[C@@]2(C)C1C[C@@H]1CC(=O)O[C@@H]12 (stereo not given in full),0.1%,/,/,i,54
c1cc2c(cc1C1OCC3C(c4ccc5c(c4)OCO5)OCC13)OCO2 (stereo not given),11%,/,/,i,12
CC[C@H](C)[C@@H](C(=O)N1CCCC1c1nccs1)N(C)C(=O)[C@H](CC(C)C)N(C)C(=O)[C@H](Cc1ccc(OC)cc1)N(C)C(=O)/C=C(\C)OC (stereo not given in full),-0.5%,/,/,i,16
CCN(CC)C(=O)c1ccc(NC(=O)c2ccc3c(c2)NC(=O)CS3)cc1,-1.8%,/,/,i,47
CCN(CC)CCC(=O)O[C@H]1CC[C@]2(C)C3CC[C@@]4(C)C(CC[C@]4(C)O)C3CC[C@H]2C1 (stereo not given in full),9.4%,/,/,i,40
C[C@]12CCC3C(CC[C@H]4C[C@@H](O)CC[C@]34C)C1C[C@@H](N)[C@@H]2O (stereo not given in full),0.9%,/,/,i,41
C[C@]12CCC3C(CC[C@H]4C[C@H](O)CC[C@]34C)C1[C@@H](O)[C@@H](O)[C@@H]2O (stereo not given in full),-2.0%,/,/,i,51
C[C@]12CCC3C(C[C@@H](O)[C@H]4C[C@@H](O)CC[C@]34C)C1CC[C@@H]2O (stereo not given in full),1.2%,/,/,i,51
C[C@]12CCC3C(CC[C@H]4C[C@@H](O)CC[C@]34C)C1C[C@@H](O)[C@H]2O (stereo not given in full),3.6%,/,/,i,33
CO[C@@H]1C=CC23c4cc5c(cc4CO[C@]2(O)CN(C)[C@H]3C1)OCO5 (stereo not given in full),-2.4%,/,/,i,55
CC/C(=N\NC(N)=O)c1c(O)[nH]c(=O)[nH]c1=O,3.3%,-0.1%,/,i,38
CC1CN(C(=O)CCC(=O)N2CCC3(CC2)OCCO3)c2cc(Cl)ccc2O1 (stereo not given),0.2%,0.0%,/,i,24

# Molecules shown so far containing a halogen, in the order listed:
SMILES,K1F lysis inhibition,West Nile virus CPE,RSV CPE inhibition,T cell HTS,T cell HTS vesicle-bound %
C[C@]12CCC3C(CC[C@H]4C[C@@H](O)CC[C@]34C)C1CC[C@@]2(O)C(F)(F)F (stereo not given in full),/,/,/,i,36
CCC(C(=O)Nc1ccc(Cl)cc1)N1CCCC1=O (stereo not given),/,/,2.7%,i,40
O=C1NC(=O)N(c2ccccc2F)C(=O)/C1=C/c1cn(CC(=O)N2CCOCC2)c2ccccc12,/,0.3%,0.1%,i,43
CCOC(=O)[C@]12Cc3cc(OC)ccc3[C@H]1N(Cc1ccccc1)C(=O)c1cc(F)c(F)cc12,3.0%,/,/,/,/
CN1C[C@H]2CON(C)[C@H]2C[C@H]1c1cccc(Br)c1,0.3%,/,/,/,/
O=C(Nc1cccc(Cl)c1)OCC#CCN1CCCC1,-1.8%,/,/,/,/
O=C(NN=Cc1ccc(N(CCCl)CCCl)cc1)c1cc(=O)[nH]c(=O)[nH]1,4.3%,/,/,/,/
COC1/C=C/C=C(\C)Cc2cc(O)c(Cl)c(c2)N(C)C(=O)CC(OC(=O)C(C)C)C2(C)OC2C(C)C2CC1(O)NC(=O)O2 (stereo not given),9.9%,/,/,/,/
C=CCOC(=O)C1C(C(=O)O)C2(Cl)C(Cl)=C(Cl)C1(Cl)C2(Cl)Cl (stereo not given),3.1%,/,/,/,/
C[C@]12CC[C@@H](O)CC1=CCC1C2CC[C@@]2(C)C1C[C@@H](F)[C@H]2O (stereo not given in full),-0.9%,/,/,/,/
ClCCN1CCSCC1,1.8%,/,/,/,/
COC(=O)C1=C(c2ccc(Cl)c(C(F)(F)F)c2)C[C@@H]2CC[C@H]1N2C(=O)N1CCC(O)(c2ccc(Cl)cc2)CC1,1.4%,/,/,i,13
CC1CN(C(=O)CCC(=O)N2CCC3(CC2)OCCO3)c2cc(Cl)ccc2O1 (stereo not given),0.2%,0.0%,/,i,24
